# Screens: PubChem, several laboratories
# FXIa inh 1536: inhibitors of human coagulation factor XIa. P03951. purified FXIa, Boc-Glu-Ala-Arg-AMC fluorogenic substrate. inhibition, % at 5 µM. 220,000 tested, 0.14% active;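 active = inhibition of at least 40%; inactive = inhibition below 40%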;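 note: fluorescence of freed AMC excited at 355 nm; 0% = enzyme without compound and 100% = no enzyme blank; many of its hits are not listed in these tables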
# Rad51 HR inh: Rad51 (human) homologous recombination inhibition | hRad51 DNA strand exchange, fluorescence dequenching | 200,000 tested, 0.085% active | inhibition, % at 10 µM | AID 1385;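 active = inhibition above 40% at the single screening dose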;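 note: 0% = DMSO control wells and 100% = blanks with heterologous ssDNA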
#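 Test system: preformed human Rad51 ssDNA filaments. Compound dosing: single dose, 10 µM final compound. Incubation: filaments 15 min 37 °C, then compound 30 min. Technique: FRET fluorescence dequenching, excitation 485 nm, emission 520 nm. Read-out basis: percent inhibition from fluorescence, normalised to plate control and blank means. Benchmarks: plate controls and plate blanks.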
# thrombin 1536: thrombin (human) inhibition; alpha-thrombin, Boc-VPR-AMC fluorogenic substrate cleavage; inhibition, % at 5 µM; 220,000 tested, 0.26% active; AID 1046;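 active = inhibition at or above 40%; inactive = inhibition below 40%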;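 note: 0% = enzyme with no compound and 100% = wells without enzyme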
#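 System – human alpha-thrombin · Medium – pH 7.5 Tris (50 mM) with NaCl 150 mM, Tween 20 0.05% · Compound – single-point dosing at 5 µM, 0.2% DMSO · Incubation – enzyme reaction carried out at room temperature · Technique – fluorescence of released AMC, ex 355 nm, em 460 nm · Read-out basis – % inhibition of thrombin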
# Calpain2 inh: calpain II (pig) inhibition; inhibition, % at 16 µM; AID 1236; 220,000 tested, 0.37% active; purified calpain II, fluorogenic peptide substrate, 30 min;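 active = inhibition above about 50%, limit read from the data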
# hK5 inh: blocks human kallikrein 5 protease activity. recombinant hK5, fluorogenic AMC substrate cleavage. 210,000 tested, 0.59% active. Q9Y337. inhibition, % at 5 µM. AID 873;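 active = inhibition of 40% or more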;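 note: 0% = enzyme controls without compound and 100% = no-enzyme blanks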
# Target sequence (Q9Y337 67-293 limits assumed): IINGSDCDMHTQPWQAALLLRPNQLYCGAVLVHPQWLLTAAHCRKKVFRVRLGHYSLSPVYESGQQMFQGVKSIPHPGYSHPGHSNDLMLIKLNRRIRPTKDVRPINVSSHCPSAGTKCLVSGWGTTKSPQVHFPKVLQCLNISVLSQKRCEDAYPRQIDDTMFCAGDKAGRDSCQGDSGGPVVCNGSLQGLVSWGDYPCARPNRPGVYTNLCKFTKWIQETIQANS
# PERK inhibitor: human PERK inhibition, primary cell-based screen | Q9NZJ5 | CHO PERK-DD fusion, SEAP luminescence translation reporter | inhibition, % at 5.6 µM | 220,000 tested, 0.17% active;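 active = inhibition above the mean inhibition of all tested compounds plus 3 SD, set separately per screening campaign, cut at about 2.9% in these data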;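 note: PERK kinase domain activated by AP20187 dimerizer at 100 nM; 0% = DMSO with dimerizer and 100% = rapamycin at 8.4 µM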
# Furin inhibitor: inhibitors of human furin. inhibition, % at 30 µM. P09958. purified furin, fluorogenic substrate cleavage. AID 463115. 220,000 tested, 0.061% active; in the data active = inhibition above about 25%; note: inactives centre near -15
# Target sequence (P09958 108-714 limits assumed): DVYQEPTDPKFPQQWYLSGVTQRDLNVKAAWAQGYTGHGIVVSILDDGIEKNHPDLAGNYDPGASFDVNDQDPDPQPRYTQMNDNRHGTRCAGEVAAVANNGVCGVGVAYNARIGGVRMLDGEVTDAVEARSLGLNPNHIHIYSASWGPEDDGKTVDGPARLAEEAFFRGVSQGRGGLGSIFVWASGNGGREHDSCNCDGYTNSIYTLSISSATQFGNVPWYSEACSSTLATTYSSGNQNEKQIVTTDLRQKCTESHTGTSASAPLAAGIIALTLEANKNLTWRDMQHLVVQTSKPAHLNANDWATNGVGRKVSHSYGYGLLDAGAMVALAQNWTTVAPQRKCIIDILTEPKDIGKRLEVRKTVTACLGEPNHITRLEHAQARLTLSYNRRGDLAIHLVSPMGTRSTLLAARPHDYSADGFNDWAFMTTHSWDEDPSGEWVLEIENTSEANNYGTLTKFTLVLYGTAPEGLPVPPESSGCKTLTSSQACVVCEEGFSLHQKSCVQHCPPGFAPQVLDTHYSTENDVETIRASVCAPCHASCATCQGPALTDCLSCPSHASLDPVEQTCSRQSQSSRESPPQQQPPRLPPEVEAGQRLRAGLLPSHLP
# FXIIa inh: blocks human coagulation factor XIIa protease activity; purified FXIIa, Boc-QGR-AMC fluorogenic substrate, 2 h; P00748; 220,000 tested, 0.3% active; inhibition, % at 5 µM; AID 800; in the data active = inhibition above about 40%;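 note: 0% = enzyme with no compound and 100% = blank without enzyme; many of its hits are not listed in these tables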
# Cl transport mod: KCC2 (human) Cl- transport modulation; KCC2 cells, thallium flux FluoZin-2 fluorescence; B-score of Tl+ flux slope (higher = more flux/activation; lower = inhibition) at 10 µM; 190,000 tested, 2.2% active; AID 1456;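 active = thallium flux slope and its plate-corrected score both differing from the plate sample mean at a set confidence after two filtering rounds, in either direction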;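 note: slope of fluorescence scaled to starting intensity during 10 to 20 s after thallium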
# * marks the source's active call; other numbers are inactive results; x = not tested or not shown; [ ] = another dose, or the depositor's remark. Some of the compounds tested. The share of hits here may be higher or lower than overall.
# Values run as follows: FXIa inh 1536	Rad51 HR inh	thrombin 1536	Calpain2 inh	hK5 inh	PERK inhibitor	Furin inhibitor	FXIIa inh	Cl transport mod
- Cc1ccc(Nc2nnc(SCC(=O)Nc3ccccc3[N+](=O)[O-])s2)cc1
  3.4	2.0	-3.4	11.7	-2.0	0.4	-12.6	7.6	0.353
- Cc1cccc2c1CC(C)(C)N=C2C1=C(O)CC(C)(C)CC1=O
  -1.5	14.3	-7.9	7.5	6.2	-0.5	-10.0[20 µM]	3.8	0.055
- COc1ccc(OC)c(/C=N/n2c(-c3n[nH]c4c3CCC4)n[nH]c2=S)c1
  9.3	-16.9	-3.6	6.1	-2.8	1.3	-26.8	-2.0	-0.0506
- O=C(NCCO)/C(=C\c1ccc(Br)cc1)NC(=O)c1cccs1
  3.3	5.1	-1.9	2.3	-6.0	1.0	-17.4	10.1	0.0893
- CCCCCCCN=C(C)c1ccccc1O
  5.0	5.2	-5.2	-15.2	-4.0	1.3	-11.5	6.7	-0.0214
- Cc1nc(SCc2ccccc2)c([N+](=O)[O-])[nH]1
  1.6	-0.7	-6.3	31.3	-7.7	0.4	6.1	-1.7	-5.2*
- C=CCNC(=S)N1CCN(CCN=Cc2c(C)[nH]n(-c3ccc([N+](=O)[O-])cc3)c2=O)CC1
  11.9	3.2	-1.4	10.1	-19.4	0.1	-7.4	2.9	-0.173
- CCS(=O)(=O)C1=NSC2=NC(=O)/C(=C\c3cc(C)n(-c4cccc(OC)c4)c3C)C(=N)N21
  2.1	1.0	6.3	-12.9	7.4	0.5	-12.9	12.8	-1.65
- CCOC(=O)N1CCN(C(=O)c2ccc(OC)c(OC)c2)CC1
  0.4	-1.3	0.6	7.4	-8.0	0.2	-10.8[20 µM]	19.8	0.532
- Cn1c(SCc2ccccn2)nnc1-c1cnccn1
  -7.5	x	-3.2	20.5	3.2	1.1	-21.3	-4.3	0.409
- Cc1cc(-c2n[nH]c(=S)o2)c(C)n1-c1ccccc1
  3.3	4.3	3.0	-5.4	2.9	0.4	-18.0[20 µM]	18.3	2.45
- Nc1nc(NCc2ccccc2)nc(NCCO)c1[N+](=O)[O-]
  0.2	14.8	-1.6	20.6	1.1	-0.4	10.8	2.6	0.513
- Cc1ccnc(NS(=O)(=O)c2ccc(N)cc2)n1
  -5.9	5.2	-7.3	13.2	-6.8	0.6	-12.6[20 µM]	2.9	0.246
- CC(C)COc1cccc(C(=O)NC(=S)Nc2cccc(NC(=O)c3ccccc3Cl)c2)c1
  15.4	29.1	18.2	29.4	41.7*	-0.2	-23.3	21.7	-0.124
- CCOC(=O)c1cc(NC(=O)c2cc(C)on2)cc(C(=O)OCC)c1
  1.6	0.1	2.1	-24.5	-18.7	-0.3	1.4[20 µM]	12.9	0.416
- CC(=O)Nc1ccc(Nc2ncnc3c2cnn3-c2ccc(C)cc2C)cc1
  -4.2	-6.1	-5.2	-19.1	-7.0	-0.1	-20.4[20 µM]	-0.3	0.829
- CCC1C(=O)Nc2nc(-c3ccccc3)c(-c3ccccc3)n2N=C1C (stereo not drawn)
  1.2	6.8	2.8	-15.9	-7.5	-0.7	-23.0[20 µM]	14.2	x
- Cc1cc(C)nc(NC(=O)c2cccc(Cl)c2)n1
  4.6	4.1	-4.8	-3.1	-17.2	1.3	-15.2[20 µM]	9.6	-0.611
- O=C(NCCCN1CCC(Cc2ccccc2)CC1)C1CCN(S(=O)(=O)N2CCOCC2)CC1
  -3.5	-9.3	-1.4	4.2	0.8	0.0	-25.0	14.3	x
- O=C(NCc1cccnc1)C1CC(=O)N(c2ccc(Cl)cc2)C1 (stereo not drawn)
  8.0	-2.2	-1.6	-10.2	-4.2	0.1	-19.4[20 µM]	20.8	-2.81
- O=C(Cc1cccs1)N/N=C/C=C\c1ccco1
  -0.6	-11.7	-6.5	7.0	-4.1	0.2	14.4	15.5	0.0769
- Cc1nnc(C)c2c(C)n(C(C)c3ccccc3)c(C)c12 (stereo not drawn)
  4.6	-5.6	-0.2	-71.0	4.1	0.6	-15.1	9.7	-1.14
- COC(=O)C(=Nc1ccccc1)/C(C(=O)C(=O)N(C)c1ccccc1)=C(\O)c1ccc(Cl)cc1
  13.8	x	-2.9	-7.0	-1.3	0.2	-21.1	2.6	-0.466
- O=C(N[C@@H](Cc1ccccc1)C(=O)OCc1ccccc1)c1nc[nH]c1C(=O)N1CCc2ccccc2C1
  -3.9	-4.7	-3.7	10.8	-7.8	x	-8.6	3.1	-0.0364
- CC(Oc1ccc(Cl)cc1Cl)C(=O)NC(=S)N1CCc2ccccc21 (stereo not drawn)
  3.3	5.3	-5.5	-6.0	-11.7	-0.3	-22.4	10.3	43.6*
- COC(=O)c1cccc(C(=O)Nc2ccc(C)cc2)n1
  -1.1	0.6	0.3	-11.5	0.5	-0.5	0.7	10.9	-1.22
- Nc1nn(S(=O)(=O)c2cccc3nsnc23)cc1-c1ccc(Br)cc1
  11.4	-1.1	3.5	18.8	20.1	-1.4	-11.7[20 µM]	8.9	0.0406
- O=C(CC(=O)NN=C1CCCC1)NCCc1ccccc1
  5.2	-8.1	4.4	6.5	-9.7	1.5	-18.9[20 µM]	6.4	0.817
- O=C(c1ccc(Br)s1)N1CCN(Cc2ccc3c(c2)OCO3)CC1
  -4.2	-3.2	-0.3	9.2	-16.4	-0.4	-17.5[20 µM]	10.1	-1.28
- O=C(N/C(=C/c1ccc(Cl)cc1)C(=O)N1CCCC1)c1ccccc1
  -0.4	-0.9	3.5	37.7	5.7	0.0	-17.4	12.3	0.332
- CC1=C(C(=O)Nc2ccccc2)C(c2ccco2)C(C#N)=C(SCC(=O)OC(C)C)N1 (stereo not drawn)
  -1.1	-2.3	1.9	-21.1	-0.6	-1.0	2.9	11.4	-2.94
- CCN(CC)C(=O)C(=O)N/N=C/c1ccc(Cl)cc1Cl
  -2.3	9.3	-4.5	-18.6	-1.1	1.3	-29.3	2.3	-0.67
- Cc1ccc(C)c(N/N=C2\CCCNC2=O)c1
  3.0	0.0	-10.3	8.3	-8.1	0.5	7.5	7.4	-0.784
- COc1ccc(N(C)S(=O)(=O)c2cccc(C(=O)Nc3cc(OC)ccc3OC)c2)cc1
  -3.2	24.2	2.4	15.3	0.2	1.3	-27.9	3.7	-0.395
- CCC(CC)NC(=O)c1ccc(Cl)cc1
  1.4	x	2.5	9.7	-6.8	-1.4	-0.1	7.2	-0.908
- CCOc1ccc(/C=N/NC(=S)NC2CC3CCC2C3)cc1 (stereo not drawn)
  2.3	14.3	-6.2	0.1	-2.7	-0.3	-10.5	10.0	0.161
- CSc1cccc(NC(=S)N(CCN(C)C)C(C)c2ccncc2)c1 (stereo not drawn)
  -2.9	13.6	-1.4	2.0	-2.8	0.7	-15.9	8.5	0.593
- O=C(Oc1ccc2ccccc2c1Cl)N1CCCC1
  1.0	1.8	3.4	3.4	-8.5	-0.1	-14.6	18.6	x
- COCCn1nnnc1C(c1cccc(OC)c1OC)N1CCN(C2CCCCC2)CC1 (stereo not drawn)
  0.6	-1.7	4.6	-16.4	2.4	-0.4	-19.5	13.1	x
- Cc1[nH]n(-c2ccccc2)c(=O)c1N=Nc1ccccc1
  8.5	-1.8	x	-8.4	1.0	0.2	-6.3	7.0	0.143
- CC1=NN(c2ccccc2)C(=O)C1c1ccccc1 (stereo not drawn)
  -6.5	0.9	-9.1	20.1	9.2	-0.1	-16.5	-8.5	0.1
- O=C(Nc1cccc2ncccc12)C(Cl)(Cl)Cl
  -0.1	2.0	1.6	3.7	-1.6	-0.3	-16.6[20 µM]	15.8	x
- O=C(Cc1ccc(F)cc1)NCC1CCCO1 (stereo not drawn)
  -0.1	-4.2	-6.1	19.6	4.0	0.6	-12.6	9.4	-1.06
- COc1ccccc1C(=O)NCCCNc1ccc([N+](=O)[O-])cc1
  3.8	-0.6	-6.5	8.7	-11.8	-0.4	1.0	7.0	0.969
- CCOC(=O)N1CCN(C(=O)CN(c2cccc(C)c2)S(=O)(=O)c2ccccc2)CC1
  6.5	1.7	2.7	-11.1	-4.0	-0.3	-16.2	16.5	x
- COC(=O)C1=C(C)N(Cc2ccc(C)cc2)C(=O)/C1=C\c1ccc(O)c(OC)c1
  6.2	-15.5	4.7	8.8	0.7	0.2	-12.3[20 µM]	18.3	x
- CS(=O)(=O)N(Cc1cc2ccccc2[nH]c1=O)C1CCCCC1
  -1.4	x	3.5	-0.6	-12.1	0.2	-1.2	19.9	0.0854
- COc1cc(CNc2ccc(O)cc2)cc(Br)c1OCc1ccccc1
  0.5	x	0.8	63.8*	x	1.8	-25.5	2.4	-2.24
- CC(C)NS(=O)(=O)c1ccc(CCC(=O)Nc2ccc3c(c2)OCCO3)cc1
  -6.4	-5.1	-0.5	19.1	3.8	0.1	-6.9	5.4	-0.203
- Cc1cc(-c2nnc3n2N=C(c2ccccc2)CS3)n[nH]1
  9.1	-0.8	1.0	8.2	1.9	-0.1	-9.8	3.8	-1.02
- Oc1ccccc1C1CC(c2cccs2)=NC(c2cccc(Br)c2)N1 (stereo not drawn)
  -1.1	2.9	-1.9	-51.1	-5.6	1.0	-20.6	8.2	0.754
- O=C(c1ccc(CS(=O)(=O)c2cccc(C(F)(F)F)c2)o1)N1CCN(c2ccccn2)CC1
  -2.8	-9.7	-11.6	-30.6	-7.4	-0.7	-13.1	10.9	-0.439
- c1ccc(OCc2nc3ccccc3[nH]2)cc1
  -4.7	-2.3	-8.4	-9.2	2.1	1.3	5.8[20 µM]	-0.4	-0.485
- Cn1c(=O)cc(N2CCc3ccccc32)[nH]c1=O
  -1.6	7.2	-6.9	16.9	0.3	0.0	-25.3	3.9	1.08
- CCOC(=O)c1nn(-c2ccc(OCC)cc2)c(C)c1C(C)=O
  10.3	-17.6	-2.5	1.0	-6.2	0.1	-12.3	17.8	-0.185
- CN(C)c1ccc(C2/C(=C(/O)c3ccccc3)C(=O)C(=O)N2CCCC(=O)O)cc1 (stereo not drawn)
  1.7	4.1	-1.3	-8.6	0.4	0.1	-7.9	8.2	-0.372
- CCCCNC(=O)/C(=C\c1ccc([N+](=O)[O-])o1)NC(=O)c1ccccc1
  6.2	x	9.9	21.3	5.2	-0.7	8.7	6.1	-0.943
- Cc1ccc(/C=N/NC(=O)c2cccnc2)s1
  11.7	x	13.6	27.6	6.9	1.0	-2.4	16.2	0.691
- COc1ccc(/C=N/N=C2/NC(=O)CC(C(=O)O)S2)cc1 (stereo not drawn)
  -1.1	1.5	-4.0	31.1	-14.5	0.5	6.1	10.0	-1.33
- N#CCc1ccc(NC(=O)/C=C/c2ccc([N+](=O)[O-])o2)cc1
  -2.0	-11.3	37.0	-144.3	-0.1	0.4	-26.8	9.2	x
- Nc1ccccc1Sc1nc2ccccc2[nH]1
  0.1	7.7	0.4	3.0	2.2	-0.5	-5.5	10.2	-1.51

# Rewritten with each value named: part of the list above.
O=C(c1ccc(CS(=O)(=O)c2cccc(C(F)(F)F)c2)o1)N1CCN(c2ccccn2)CC1
  FXIa inh 1536: -2.8
  Rad51 HR inh: -9.7
  thrombin 1536: -11.6
  Calpain2 inh: -30.6
  hK5 inh: -7.4
  PERK inhibitor: -0.7
  Furin inhibitor: -13.1
  FXIIa inh: 10.9
  Cl transport mod: -0.439
c1ccc(OCc2nc3ccccc3[nH]2)cc1
  FXIa inh 1536: -4.7
  Rad51 HR inh: -2.3
  thrombin 1536: -8.4
  Calpain2 inh: -9.2
  hK5 inh: 2.1
  PERK inhibitor: 1.3
  Furin inhibitor: 5.8[20 µM]
  FXIIa inh: -0.4
  Cl transport mod: -0.485
